Source: PubChem BioAssay (National Center for Advancing Translational Sciences (NCATS))
uPA surface inh = cell surface uPA generation inhibition; cell surface uPA generation assay, qHTS; Potency, µM (highest dose often 38.3 µM), for inactives: top-dose activity change, negative = inhibition, actives largely listed as inhibitors; 0.31% of 330,000 active; active means well fitted inhibition curve with a large enough effect; inconclusive means small, poorly fitted or top-dose-only effect; inactive means no such curve, though single readings can be large or run the other way; tested in mouse RAW 264.7 cells; further: on the % scale 0 is the no-effect control and ±100 the full control effect; nearly all actives have a fitted effect of over 55% in size
ELG1 genotox = inducers of genotoxicity in HEK293T ELG1-luciferase cells; HEK293T ELG1-luciferase reporter, luminescence, 16 h; Potency, µM (series often up to 46 µM), for the others: top-dose activity change, positive = activation, hits mostly activators; 1.3% of 330,000 active; AID 504466; further: % of control where 0% means no effect; nearly all actives have a fitted effect of over 60% in size
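Luminescence read-out: rising ELG1-luciferase signal, reflecting elevated ELG1 protein under genetic stress, flags genotoxic compounds. Cells were treated for 16 hr at 37 °C before ONE-Glo detection.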
p53 reactivator = mutant p53 re-activation in reporter cells; H1299 p53-A138V BP100-luciferase reporter, luminescence, 24 h; Potency, µM (series often up to 92.2 µM), for inactives: top-dose activity change, positive = activation, most hits filed as activators; 0.063% of 320,000 active; AID 504706; further: % of control where 0% means no effect; nearly all actives have a fitted effect of over 45% in size
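p53-null H1299 cells stably carrying temperature-sensitive p53-A138V and a BP100-luciferase reporter were pinned with compounds (4-point, 1:5 series) and held 24 hrs at 37 deg C. Luminescence was read 10 min after detection reagent.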
VP16 counter = inhibits Gal4-VP16 luciferase reporter, ROR gamma counter-screen; 3.5% of 310,000 active; Potency, µM (titrated, usually from 53.6 µM), without a hit: at the highest dose activity, negative = inhibition, usual class: inhibitors; Drosophila S2 Gal4-VP16 UAS-luciferase, luminescence, 20 h;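 further: Gal4-VP16 expression switched on by copper sulfate through the metallothionein promoter; on the % scale 0 is the no-effect control and ±100 the full control effect; nearly all actives have a fitted effect of over 50% in size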
BRCA1 expr act = activators of BRCA1 expression | MCF7-BRCA1-FFLuc reporter, luminescence, 48 h; response scale: scaled: vehicle 0%, 10 µM genistein 100% | Potency, µM (highest dose often 46.1 µM), for the others: top-dose activation, actives largely listed as activators | 1.1% of 380,000 active | AID 624202; further: nearly all actives have a fitted effect of over 80% in size; some results filed as inactive show a strong effect at the top dose
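MCF7-BRCA1-FFLuc, 2000 cells/well; 2 h attach, 37 °C/5% CO2; compound 48 h; luciferase substrate 15 min; luminescence end-point. Norm. to genistein 10 microM max activation and DMSO; concentration-response curves fitted.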
MBNL1-CUG inh = blocks human MBNL1 binding to CUG repeat RNA | 0.036% of 280,000 active | Q9NR56 | AID 2675 | Potency, µM (titrated, usually from 57.5 µM), inactives show at the highest dose activity change, negative = inhibition, actives largely listed as inhibitors | TR-FRET MBNL1-His/biotin-(CUG)12 binding, 665/545 ratio; active means well fitted inhibition curve with a large enough effect in the signal ratio, with a control signal flat, not every such curve was filed as active; inconclusive means small, poorly fitted or top-dose-only effect, or effect the other way, or a change in a side signal; inactive means no such curve, though single readings can be large or run the other way; the % refers to the signal ratio; further: on the % scale 0 is the no-effect control and ±100 the full control effect
Target sequence (Q9NR56 whole entry, looked up): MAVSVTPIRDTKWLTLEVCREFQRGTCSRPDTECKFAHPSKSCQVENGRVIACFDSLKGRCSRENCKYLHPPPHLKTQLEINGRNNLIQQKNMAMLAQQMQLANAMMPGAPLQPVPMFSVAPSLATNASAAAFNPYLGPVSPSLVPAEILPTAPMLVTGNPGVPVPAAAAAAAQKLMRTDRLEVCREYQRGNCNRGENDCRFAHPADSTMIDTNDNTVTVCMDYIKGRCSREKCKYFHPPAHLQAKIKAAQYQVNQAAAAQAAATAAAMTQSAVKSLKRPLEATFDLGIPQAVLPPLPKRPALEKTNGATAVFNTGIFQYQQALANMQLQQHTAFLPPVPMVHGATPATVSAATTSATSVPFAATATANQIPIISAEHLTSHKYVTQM
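MBNL1-His + Biotin-(CUG)12, cpd titration 92 nM–58 uM; Tb anti-His Ab 0.055 ng/ul, SA-XL665 5 nM (final); 60 min RT; ratiometric 665/545 nm, Ex 340 nm; normalized to buffer and full-complex controls.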
Rab9 prom act = activators of Rab9 promoter | Huh7 Rab9 promoter-luciferase reporter, luminescence, 24 h | AID 485297 | Potency, µM (doses to about 9.22 µM), for inactives: at the highest dose activation, negative = inhibition, most hits filed as activators | 2.8% of 320,000 active; further: % of control where 0% means no effect; nearly all actives have a fitted effect of over 60% in size
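Steps: seed 1500 Huh7 Rab9-luc cells per well, rest 2 h at 37 °C; add compound in DMSO; incubate 24 h; add luciferase reagent, 10 min ambient; read luminescence.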
NPC1 promoter act = NPC1 promoter activation. Huh7 NPC1 promoter luciferase reporter, 24 h. Potency, µM (highest dose often 9.22 µM), for the others: at the top dose activation, most hits filed as activators. 2.4% of 320,000 active. AID 485313;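 further: % of control where 0% means no effect; nearly all actives have a fitted effect of over 60% in size; reporter is driven by a mutant NPC1 promoter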
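Luminescence read-out of NPC1 promoter-driven luciferase in stably transfected Huh7 cells; compounds delivered in DMSO and left 24 h at 37C, 5% CO2, qHTS titration format.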
MLL CXXC-DNA inh = MLL CXXC-DNA interaction inhibition | Q03164 | MLL-CXXC / FITC-HOXA9 DNA fluorescence polarization | Potency, µM (top dose mostly 115 µM), inactives show top-dose activity change, negative = inhibition, most hits filed as inhibitors | 0.037% of 290,000 active | AID 2662; active means well fitted inhibition curve with a large enough effect in the polarisation, with a control signal flat, not every such curve was filed as active; inconclusive means small, poorly fitted or top-dose-only effect, or effect the other way, or a change in a side signal; inactive means no such curve, though single readings can be large or run the other way; the % refers to the polarisation
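Steps: dispense CXXC domain solution (7 uM) → pin compounds or unlabeled HOX-A9 DNA control → 5 min ambient → add FLSN-HOX-A9 solution (50 nM) → spin → 30 min ambient → fluorescence polarization. Tris pH 7.5/NaCl/DTT/BSA buffer.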
RORg inh = ROR gamma (mouse) transcription inhibition; 5.4% of 310,000 active; Potency, µM (titrated, usually from 53.6 µM), inactives show at the top dose activity change, negative = inhibition, actives largely listed as inhibitors; Drosophila S2 Gal4-RORgamma UAS-luciferase reporter, 20 h; P51450; further: on the % scale 0 is the no-effect control and ±100 the full control effect; nearly all actives have a fitted effect of over 60% in size
Target sequence (P51450 whole entry, looked up, the tested form may be a part): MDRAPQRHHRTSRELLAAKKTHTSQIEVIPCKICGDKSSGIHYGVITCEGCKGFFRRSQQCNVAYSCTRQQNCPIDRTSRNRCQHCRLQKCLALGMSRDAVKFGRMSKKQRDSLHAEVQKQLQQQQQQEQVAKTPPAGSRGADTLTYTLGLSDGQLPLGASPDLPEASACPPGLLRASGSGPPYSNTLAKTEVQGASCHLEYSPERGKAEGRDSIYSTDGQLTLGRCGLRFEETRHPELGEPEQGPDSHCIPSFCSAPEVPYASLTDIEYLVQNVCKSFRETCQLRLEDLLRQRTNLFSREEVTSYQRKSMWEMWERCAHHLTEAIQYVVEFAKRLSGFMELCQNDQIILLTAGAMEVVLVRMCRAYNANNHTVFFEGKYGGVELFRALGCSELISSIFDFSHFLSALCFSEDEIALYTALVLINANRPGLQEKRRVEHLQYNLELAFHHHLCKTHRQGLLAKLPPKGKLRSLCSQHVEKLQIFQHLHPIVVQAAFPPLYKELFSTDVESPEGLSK
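Using a luciferase readout, inhibitors were identified by reduced reporter activity in Drosophila cells coexpressing a copper-inducible Gal4–ROR gamma fusion and UAS-driven Photinus luciferase, incubated 20 hr after 700 uM copper sulfate.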
FLuc counter = inhibits or activates purified firefly luciferase, miR-21 counter-screen. purified FLuc, Km substrates, luminescence inhibition. 6.9% of 360,000 active. Potency, µM (highest dose often 57.5 µM), inactives show top-dose activity change, negative = inhibition, actives largely listed as inhibitors. P08659;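 further: plate controls were vehicle for no effect and reference inhibitor for full effect; nearly all actives have a fitted effect of over 55% in size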
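Purified P. pyralis luciferase, 10 nM final, with Km-level 10 uM D-luciferin and 10 uM ATP in 50 mM Tris acetate pH 7.5, 10 mM Mg acetate, 0.01% Tween-20, 0.05% BSA; 6-point qHTS titration about 60 µM downward; luminescence read.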
* = called active by the depositor; u = inconclusive; x = not tested or not shown; & = joins results of further samples; [ ] = another dose, or the depositor's remark. Unless noted, the call rests on the fitted dose curve; in most records, active means well fitted curve in the direction sought with a large enough effect; inconclusive means small, poorly fitted or top-dose-only effect, or another doubt; inactive means no such curve, though single readings can be large; an effect the other way counts as inactive or inconclusive. Potency means the concentration at half of the fitted maximal effect. Only part of the results is shown, so the mix of outcomes need not match the whole.

SMILES | uPA surface inh | ELG1 genotox | p53 reactivator | VP16 counter | BRCA1 expr act | MBNL1-CUG inh | Rab9 prom act | NPC1 promoter act | MLL CXXC-DNA inh | RORg inh | FLuc counter
CC(C)(C)NC(=O)COC(=O)c1cc(Br)ccc1Cl | 7% | 2% | 7% | 12% | 1% | -9% | -6% | -1% | 11% | 16% | -1%
C/C(=N\NC(=O)C(c1ccccc1)c1ccccc1)c1ccccn1 | 1% | u | 27% | 1.6µM* | -99%[inhibitor] | 0%[11.5 µM] | -21% | -15% | 15% | 0.63µM* | 1%
CCc1sc2nc(SCC(=O)Nc3cc(C)on3)n(-c3cccc(OC)c3)c(=O)c2c1C | -3% | 16% | 8% | -2% | -54% | 17% | -2% | -7% | 15% | 13% | 3%
CCO[C@H]1OC(C(=O)N2CCN(Cc3ccc4c(c3)OCO4)CC2)=C[C@@H](c2ccc(C(F)(F)F)cc2)[C@@H]1CCCO | -11% | -9% | 3% | -13% | -5% | -9% | 0% | -2% | -11% | -34% | 0%
CCOc1cc(/C=N/NC(=O)Nc2ccccc2)ccc1O | -6% | u | 11% | -19% | 11µM* | 16% | u | 14% | -4% | 31% | 9.5µM*
O=C(CSc1nnc(-c2ccco2)n1-c1ccccc1)NCc1ccc2c(c1)OCO2 | x | -1% | -2% | 0% | -21% | -2% | -5% | 0% | 2% | 13% | 0%
Cn1c(SCC(=O)NCCc2ccccc2)nnc1-c1ccncc1 | 2% | -9% | -4% | -3% | 20% | -6% | 6% | 3% | -12% | 4% | 2%
CC(C)(C)n1ncc2c(=O)n(CC(=O)N3CCCCCC3)cnc21 | 0% | 0% | -7% | -1% | 76% | -6% | 12% | 6% | -6% | 19% | -7%
Cc1ccc(NC(=S)Nc2ccc(Cl)c(Cl)c2)c(OC(F)F)c1 | 1% | -6% | 11% | u | -81% | u | 1% | -3% | 4% | u | 0%
COc1ccc(-c2cn3cccnc3n2)cc1 | -8% | u | 2% | -23% | u | u | u | u | 0% | -17% | 13µM*
C=CCn1c(-c2cccn(Cc3cccc(Cl)c3)c2=O)n[nH]c1=S | x | 0% | -12% | u | 0% | 13% | 3% | 2% | -10% | 13µM* | 0%
CSc1ncccc1C(=O)NCCc1ccc(S(N)(=O)=O)cc1 | 3% | 1% | 0% | 8% | -1% | -3% | -1% | -1% | -1% | 0% | 2%
Cc1c(C(=O)Nc2c(N)nc(SCC(=O)NCC3CCCO3)[nH]c2=O)cccc1[N+](=O)[O-] (stereo not given) | -1% | 1% | -1% | 4% | 7% | 0% | -4% | 0% | 20% | -14% | -1%
Cn1c(CNC(=O)C(Cc2ccccc2)NC(=O)c2cccc(F)c2)cc(=O)n(C)c1=O (stereo not given) | 5% | -1% | 5% | -1% | 24% | -2% | 1% | 0% | -17% | -3% | -4%
COC(=O)C1C2C=CC3(CN(CCc4ccccc4)C(=O)C13)O2 (stereo not given) | 0% | 4% | 8% | -2% | -2% | -26% | -3% | 0% | 0% | 43% | 5%
Cc1ccc(S(=O)(=O)N2CC3CCCC2C3)cc1 (stereo not given) | -1% | 0% | -4% | -8% | -18% | -10% | -1% | 3% | -3% | -10% | 0%
CCOc1ccc(OCC)c(NC(=O)CN2CCN(C(=O)c3ccco3)CC2)c1 | 6% | -2% | -7% | 6% | -23% | 9% | 3% | 0% | 7% | -13% | -2%
CC(C)(Oc1ccc(Cl)cc1)C(=O)OCC(=O)N1CCN(c2ccccc2)CC1 | -9% | -3% | -3% | x | -8% | x | -5% | 0% | x | x | 1%
O=C(CCCSc1nc(-c2ccco2)cc(C(F)(F)F)n1)Nc1ccc2c(c1)OCO2 | 2% | x | x | -15% | 11% | -4% | x | x | -7% | -17% | -16%
Cc1nnc(NC(=O)c2nc(S(=O)(=O)Cc3ccccc3)ncc2Cl)s1 | -2% | -15% | -24% | 13µM* | -49% | 16% | -55%[inhibitor] | -42%[inhibitor] | u | 7.9µM* | -2%&-16%

An excerpt from above in order of count of non-hydrogen atoms, smallest number first:
SMILES | uPA surface inh | ELG1 genotox | p53 reactivator | VP16 counter | BRCA1 expr act | MBNL1-CUG inh | Rab9 prom act | NPC1 promoter act | MLL CXXC-DNA inh | RORg inh | FLuc counter
CCOc1cc(/C=N/NC(=O)Nc2ccccc2)ccc1O | -6% | u | 11% | -19% | 11µM* | 16% | u | 14% | -4% | 31% | 9.5µM*
COC(=O)C1C2C=CC3(CN(CCc4ccccc4)C(=O)C13)O2 (stereo not given) | 0% | 4% | 8% | -2% | -2% | -26% | -3% | 0% | 0% | 43% | 5%
C=CCn1c(-c2cccn(Cc3cccc(Cl)c3)c2=O)n[nH]c1=S | x | 0% | -12% | u | 0% | 13% | 3% | 2% | -10% | 13µM* | 0%
Cc1nnc(NC(=O)c2nc(S(=O)(=O)Cc3ccccc3)ncc2Cl)s1 | -2% | -15% | -24% | 13µM* | -49% | 16% | -55%[inhibitor] | -42%[inhibitor] | u | 7.9µM* | -2%&-16%
Cc1c(C(=O)Nc2c(N)nc(SCC(=O)NCC3CCCO3)[nH]c2=O)cccc1[N+](=O)[O-] (stereo not given) | -1% | 1% | -1% | 4% | 7% | 0% | -4% | 0% | 20% | -14% | -1%

Additional compounds.
SMILES | uPA surface inh | ELG1 genotox | p53 reactivator | VP16 counter | BRCA1 expr act | MBNL1-CUG inh | Rab9 prom act | NPC1 promoter act | MLL CXXC-DNA inh | RORg inh | FLuc counter
COc1ccc(OC)c(S(=O)(=O)NCCC2=CCCCC2)c1 | -6% | -2% | -4% | u | -7% | -11% | 1% | 0% | u | u | 0%
CC1CN(C(=O)c2ccccc2OCc2ccc(Cl)cc2Cl)CC(C)O1 (stereo not given) | -17% | 0% | 10% | x | -41% | x | 1% | 0% | x | x | 2%
CCCNC(=O)OCCC12CC3CC(CC(C3)C1)C2 | 0% | u | u | u | 35% | 1% | 17% | 16% | 4% | u | 12µM*
COc1ccc(CNC(=O)c2ccc(CS(=O)(=O)c3ccccc3C)o2)cc1 | -5% | -3% | -5% | 23% | 1% | -7% | -7% | 1% | -4% | 16% | 0%
COc1ccc(C2C(C#N)=C(N)N(c3sc4c(c3C#N)CCCC4)C3=C2C(=O)CC(C)(C)C3)cc1 (stereo not given) | 0% | -8% | 6% | 0% | -63% | 7% | 1% | -2% | 17% | -22% | -1%
COc1ccc(OCC(=O)OCC(=O)NCc2ccc(F)cc2)cc1 | 2% | 1% | 6% | -1% | -1% | 14% | -1% | -1% | 7% | 0% | -2%
Cc1ccc(-c2csc(NC(=O)c3cccc([N+](=O)[O-])c3C(=O)O)n2)cc1 | 5% | 1% | 9% | 10% | 34% | u | -6% | -1% | -4% | 5% | u
CCOc1ccc(C(CC(=O)O)NC(=O)c2cccs2)cc1OC (stereo not given) | 3% | -2% | 4% | -6% | -5% | 2% | 0% | 0% | -3% | -2% | 2%
COc1cc([N+](=O)[O-])ccc1NC(=O)COC(=O)c1n[nH]c2ccccc12 | 2% | -4% | 8% | -3% | -73% | x | -9% | 1% | 14% | u | -2%
CCN(CC)S(=O)(=O)c1cccc(NC(=S)NC(=O)/C=C/c2ccc(S(=O)(=O)N3CCOCC3)cc2)c1 | -2% | 3% | 12% | 6% | 0% | x | -5% | -2% | -18% | u | 2%
CCCc1nc2oc3c(NCCCN(C)C)ncnc3c2c2c1CCCC2 | -1% | 7% | 1% | u | 4% | -18% | -7% | 5% | -29% | u | -16%
COc1cnc(SC)nc1Nc1ccc(C#N)cc1 | 5% | 10% | 1% | -7% | -23% | 1% | -6% | -6% | -6% | 18% | 4%
O=c1[nH]cnc2cc(-c3ccccc3)sc12 | -6% | u | u | -20% | 2.8µM* | 35% | u | 3.5µM* | -6% | u | 12µM*
COc1cc(C2C(C(C)=O)=C(O)C(=O)N2c2ccc(Br)cn2)ccc1O (stereo not given) | 3% | 1% | 9% | 4% | 1% | u | -7% | -1% | -13% | 4% | 0%
